# Screening results (PubChem BioAssay)
# Furin inhibitor: human furin inhibitors, primary screen, biochemical, fluorescence intensity | AID 463115, 2010 | 220,000 compounds, 0.061% hits | purified furin, fluorogenic substrate cleavage | inhibition, % at 30 µM | P09958; in the data active = inhibition above about 25%; note: inactives centre near -15
# EBV gp42 block: Epstein-Barr virus gp42 inhibitors, primary screen, biochemical, uHTS, fluorescence polarization; Glycoprotein 42 (Epstein-Barr virus (strain AG876)), Q1HVG2; Fluorescence polarization binding assay, mP read-out; inhibition, % (tested at 21.74 µM); 220,000 compounds, 0.42% hits; AID 1085, 2008; in the data active = inhibition above about 50%
# Target sequence (Q1HVG2 whole entry, looked up): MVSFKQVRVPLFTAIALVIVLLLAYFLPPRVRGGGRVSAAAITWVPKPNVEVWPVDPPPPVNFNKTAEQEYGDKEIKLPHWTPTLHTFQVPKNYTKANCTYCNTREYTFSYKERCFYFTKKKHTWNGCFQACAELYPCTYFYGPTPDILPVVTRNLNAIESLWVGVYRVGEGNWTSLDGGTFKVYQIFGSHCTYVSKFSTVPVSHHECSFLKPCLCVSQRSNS
# Runt-SMMHC FRET: inhibitors of RUNX1 Runt–CBFb-SMMHC binding, primary screen, biochemical, FRET, Cerulean-Runt, Venus-CBFb-SMMHC, uHTS. inhibition, % at 20 µM. Runt-related transcription factor 1 (Homo sapiens) + Core-binding factor subunit beta …. Cerulean-Runt/Venus-CBFb-SMMHC FRET ratio 530/480, 1 h. 220,000 compounds, 0.74% hits;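 active = mean inhibition across duplicate retests at 20 µM reaching about 50%, limit read from the data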;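 note: 0% = DMSO wells and 100% = wells with excess untagged CBFb-SMMHC; inhibitors lower the FRET ratio by blocking Runt binding to CBFb-SMMHC; some results filed as inactive read as strong as hits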
# Target sequence (Q01196 whole entry, looked up): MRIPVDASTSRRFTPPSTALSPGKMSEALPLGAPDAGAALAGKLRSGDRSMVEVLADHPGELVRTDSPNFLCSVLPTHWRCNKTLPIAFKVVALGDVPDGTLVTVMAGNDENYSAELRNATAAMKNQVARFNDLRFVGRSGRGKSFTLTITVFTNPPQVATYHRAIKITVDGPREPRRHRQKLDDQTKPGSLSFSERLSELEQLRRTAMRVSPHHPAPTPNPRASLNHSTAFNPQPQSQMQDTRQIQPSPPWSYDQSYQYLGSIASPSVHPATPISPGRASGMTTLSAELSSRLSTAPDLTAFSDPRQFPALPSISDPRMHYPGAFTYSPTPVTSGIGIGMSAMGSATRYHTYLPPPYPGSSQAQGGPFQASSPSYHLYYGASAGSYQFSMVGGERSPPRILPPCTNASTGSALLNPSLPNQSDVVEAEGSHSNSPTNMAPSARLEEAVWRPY
# Target sequence (Q13951 whole entry, looked up): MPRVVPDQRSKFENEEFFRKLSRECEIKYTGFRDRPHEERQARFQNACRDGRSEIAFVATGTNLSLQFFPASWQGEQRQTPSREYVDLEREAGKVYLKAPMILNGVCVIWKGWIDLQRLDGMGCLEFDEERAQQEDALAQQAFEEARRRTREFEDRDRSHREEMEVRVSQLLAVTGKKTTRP
# RBBP9 inhibitor: human RBBP9 inhibitors, primary screen, biochemical, fluorescence polarization, FP-Rh probe, HTS; recombinant RBBP9; 220,000 compounds, 0.2% hits; Serine hydrolase RBBP9 (Homo sapiens), O75884; AID 1515, 2009; inhibition, % at 7.94 µM;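 active = inhibition above the campaign mean of all tested compounds plus 3 SD, cut at about 14% in these data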;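 note: plate controls were DMSO wells with RBBP9 for no effect and wells lacking RBBP9 protein for full effect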
# Target sequence (O75884 whole entry, looked up): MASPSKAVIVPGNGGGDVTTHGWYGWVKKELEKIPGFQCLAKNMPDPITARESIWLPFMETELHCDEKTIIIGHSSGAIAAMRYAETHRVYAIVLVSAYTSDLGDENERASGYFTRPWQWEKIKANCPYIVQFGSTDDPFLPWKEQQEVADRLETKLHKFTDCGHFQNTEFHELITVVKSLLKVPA
#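 Material: RBBP9 protein. Amount: RBBP9 at 2.5 µM in dispensed solution, before mixing. Schedule: 30 min then 45 min, 25 °C. Medium: Tris buffer pH 8.0, NaCl, Pluronic. Measured by: fluorescence polarization. Measure: percent inhibition from mP, scaled between DMSO and no-protein wells. Replication: one well per compound.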
# p97 ATPase inh: inhibitors of human p97 ATPase, primary screen, biochemical; Transitional endoplasmic reticulum ATPase (Homo sapiens), P55072; recombinant p97 ATPase, Kinase-Glo ATP luminescence, 3 h; inhibition, % at 8 µM; 220,000 compounds, 0.42% hits; in the data active = inhibition above about 15%;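 note: 0% = DMSO vehicle and 100% = wells lacking enzyme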
# Calpain2 inh: inhibitors of pig calpain II, primary screen, biochemical, fluorogenic peptide substrate, 1536-well. purified calpain II, 30 min. inhibition, % at 16 µM. 220,000 compounds, 0.37% hits;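 active = inhibition above about 50%, limit read from the data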
# Runt-CBFb FRET: inhibitors of RUNX1 Runt–CBFb binding, primary screen, biochemical, FRET, Cerulean-Runt, Venus-CBFb, uHTS | Runt-related transcription factor 1 (Homo sapiens) + Core-binding factor subunit beta … | Cerulean-Runt/Venus-CBFb FRET ratio 530/480, 1 h | inhibition, % at 20 µM | 220,000 compounds, 0.46% hits | AID 1496, 2009;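 active = inhibition over about 50% at 20 µM in the single-dose screen, limit read from the data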;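 note: 0% = DMSO wells and 100% = excess unlabeled CBFb competitor control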
#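 Schedule: protein complex preformed 1 h, compound exposure 1 h, room temperature, dark; test system: Cerulean-labeled Runt domain protein; amount: 100 nM per protein; buffer or medium: Tris 50 mM pH 7.5, KCl, K2SO4, 0.01% BSA; read-out: loss of energy transfer signal; detection: FRET fluorescence; controls: 5 µM unlabeled CBFb as full-inhibition high control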
# NCF1 inh: p47phox/p22phox peptide binding inhibitors, primary screen, biochemical, uHTS, NADPH oxidase regulatory subunit; Neutrophil cytosol factor 1 (Homo sapiens), P14598; fluorescence polarization, 2 h; inhibition, % at 24.7 µM; 220,000 compounds, 0.53% hits; AID 1274, 2008;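 active = inhibition above about 30%, limit read from the data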;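 note: 0% = p47phox with labelled peptide and 100% = labelled peptide alone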
# TbHK1 inh: Trypanosoma brucei hexokinase 1 inhibitors, primary screen, biochemical, G6PDH-coupled NADH absorbance, MLSCN library | recombinant TbHK1, G6PDH-coupled NADH A340 | inhibition, % at 10 µM | 220,000 compounds, 0.11% hits | AID 1430, 2008;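 active = inhibition of 50% or more in the single-dose primary screen; inactive = inhibition below 50%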
# The depositor's hits bear a star; / = no result given; [ ] = dose if it differs, or a comment.
# The opening six records, ahead of the listing:
SMILES,Furin inhibitor,EBV gp42 block,Runt-SMMHC FRET,RBBP9 inhibitor,p97 ATPase inh,Calpain2 inh,Runt-CBFb FRET,NCF1 inh,TbHK1 inh
Cc1cc(NC(=O)CSc2ncnc3sc(C)c(C)c23)no1,-25,-4,-1,-1,5,-28,-2,-5,3
CCC(=O)Nc1nc(C)c(-c2csc(Nc3ccccn3)n2)s1,-16,4,-1,0,5,-65,-2,-22,-4
Cc1ccccc1N1CC(O)(c2ccccc2)[N+]2=C1SCC2 (centres undefined),-15,-5,5,-7,3,-3,0,-2,6
O=C(OCC1CC(c2ccccc2)=NO1)c1ccc(Br)cc1 (centres undefined),1,2,-3,-4,-4,8,-1,-2,-1
CCCCOC1(c2ccccc2)NC(=S)NN=C1c1ccccc1 (centres undefined),-18[20 µM],-16,9,-6,6,32,11,-2,-1
CC(C)n1c(-c2ccco2)csc1=Nc1cccnc1,-5,-9,7,-7,-9,-3,7,-23,19

# All compounds of this part, repeating the preview:
SMILES,Furin inhibitor,EBV gp42 block,Runt-SMMHC FRET,RBBP9 inhibitor,p97 ATPase inh,Calpain2 inh,Runt-CBFb FRET,NCF1 inh,TbHK1 inh
Cc1cc(NC(=O)CSc2ncnc3sc(C)c(C)c23)no1,-25,-4,-1,-1,5,-28,-2,-5,3
CCC(=O)Nc1nc(C)c(-c2csc(Nc3ccccn3)n2)s1,-16,4,-1,0,5,-65,-2,-22,-4
Cc1ccccc1N1CC(O)(c2ccccc2)[N+]2=C1SCC2 (centres undefined),-15,-5,5,-7,3,-3,0,-2,6
O=C(OCC1CC(c2ccccc2)=NO1)c1ccc(Br)cc1 (centres undefined),1,2,-3,-4,-4,8,-1,-2,-1
CCCCOC1(c2ccccc2)NC(=S)NN=C1c1ccccc1 (centres undefined),-18[20 µM],-16,9,-6,6,32,11,-2,-1
CC(C)n1c(-c2ccco2)csc1=Nc1cccnc1,-5,-9,7,-7,-9,-3,7,-23,19
NC(=O)Cn1nnc(-c2ccc(C(F)(F)F)cc2)n1,26*[20 µM],-2,-1,-2,2,-7,-2,0,1
CCn1ncc(/C=C/C(=O)NCc2cn(C)nc2C)c1C,-13[20 µM],-10,4,-11,-1,2,3,15,1
COc1ccccc1NC(=S)N(CCN1CCCCCC1)Cc1cccs1,-13,5,1,-10,-5,32,6,-2,12
O=C(COC(=O)Cc1n[nH]c(=O)c2ccccc12)Nc1cccc(C(F)(F)F)c1,-8,-8,0,-6,2,-26,-4,-25,0
NS(=O)(=O)c1ccc(NC(=O)/C=C/c2ccccc2[N+](=O)[O-])cc1,-17,-2,2,-1,2,-35,1,-1,-15
COc1cc(/C=C/C(=O)OCC(=O)N2CCN(S(=O)(=O)c3ccc(C)cc3C)CC2)ccc1O,14,-2,19,-3,9,-53,7,-12,13
Cc1cc(C(=O)CN2C(=O)NC3(CCCCC3)C2=O)c(C)n1Cc1ccc2c(c1)OCO2,-28,0,0,-5,3,-40,0,-12,4
Cc1ccc(S(=O)(=O)CCSc2nc(C)cc(C(F)(F)F)c2C#N)cc1,-8[20 µM],-103,-19,-6,-7,41,-7,-130,5
CC[C@@H](C)[C@@H](C(=O)N1CCNCC1)n1cc(CCC(=O)O)nn1,-39,-6,0,-8,4,17,0,-4,-6
CCS(=O)(=O)c1ccc(O)c(N2C(=O)C3C4C=CC(C4)C3C2=O)c1 (centres undefined),-24,-17,-2,-6,1,-16,1,-12,2
CSCC(=O)N1CCCC(C(=O)c2cc(F)ccc2F)C1 (centres undefined),-21,-5,1,3,0,2,0,0,-5
CCCCn1c(NC(C)CC)nc2c1c(=O)[nH]c(=O)n2C (centres undefined),-19,-19,-2,-2,2,-10,0,-7,6
O=C(N/N=C/c1ccco1)C1COc2ccccc2O1 (centres undefined),-27,-2,4,3,3,-11,0,3,-5
C=CCOc1c(CNc2ccc(S(N)(=O)=O)cc2)cccc1OC,-27[20 µM],9,-12,-3,2,21,-5,5,16
O=c1c(Br)c(N2CCCCC2)cnn1-c1ccccc1,-10,-1,2,1,3,-14,-1,-7,-11
COc1ccc(C(=O)Nc2nc(C)c(C(=O)N(C)C)s2)cc1OC,-13[20 µM],-21,3,1,-7,-15,0,-10,-13
Nc1cc(OCC(F)(F)F)cc(OCC(F)(F)F)c1,-18,-3,-1,-1,-1,-31,5,-4,0
CCCCOc1ccc(C2(C)CC(=O)NC2=O)cc1 (centres undefined),-11,-12,-35,-8,-6,-11,0,-15,-1
COc1cscc1C(N)=O,-15,-8,5,-6,5,-5,2,-10,-3
Cc1cc(C(=O)NCc2ccc(S(N)(=O)=O)cc2)cs1,-24[20 µM],-4,1,-6,1,-31,-1,-15,-3
C/C(=N\NC(=O)c1nc2ccccn2c1C)c1cccc([N+](=O)[O-])c1,-20,4,2,1,5,-6,0,-4,-24
CC(=O)Nc1cccc(OCC(=O)NS(=O)(=O)c2ccc(Cl)cc2)c1,-20[20 µM],-14,0,1,7,-5,0,1,4
O=C(Cn1nc(Cc2cccnc2)c2ccccc2c1=O)NCCCN1CCCC1=O,-25,-1,1,-4,7,-40,4,-5,-1
COc1ccc(-c2nc(CS(=O)CC(=O)NCc3ccco3)c(C)o2)cc1OC (centres undefined),-12,-2,1,-2,-5,-25,4,6,1
Cc1cccc(NCC(=O)N/N=C/c2ccc(Br)cc2)c1,-29,-28,-1,-3,6,-4,-1,-1,-2
CC(C)=CCN1CCN(Cc2cnc(-c3ccccc3)s2)CC1CCO (centres undefined),-24,-3,0,4,-3,-3,-1,-7,-6
Cc1ccc(-c2cc(C(=O)N/N=C/c3c(C)nn(C)c3C)c3ccccc3n2)c(C)c1,-2[20 µM],-10,-3,-9,3,-209,4,-13,-34
Cc1cc(=O)oc2cc(OCC(=O)N/N=C/c3ccccc3[N+](=O)[O-])ccc12,-6,0,0,-4,3,-57,-3,27,-10
N#Cc1ccc(-c2csc(NC(=O)c3ccc(S(=O)(=O)N4CCc5ccccc5C4)cc3)n2)cc1,-17,-15,4,-5,2,-81,-4,-66,-12
Cn1nc(C(F)(F)F)c(-c2ccc(F)cc2)c1NC(=O)CSCC(=O)O,-13,-21,-4,1,7,10,3,-6,-10
C#Cc1ccc([C@@H]2C=C(C(=O)NCc3nc4ccccc4[nH]3)O[C@H](OCC)[C@H]2CCCO)cc1,-25,-10,1,/,/,-54,0,-16,-19
COc1ccc(-c2csc3nc(C)n(-n4cccc4)c(=O)c23)cc1OC,-25[20 µM],4,-1,-3,3,-29,-1,-3,2
Cc1cc(=O)oc2cc(NC(=O)C3CC(=O)N(Cc4ccccc4)C3)ccc12 (centres undefined),-27[20 µM],-26,2,-10,-9,-438,1,-10,-19
COc1ccc(N2C(=O)CC3(CCCC3)CC2=O)cc1,-25,-15,0,-10,1,-3,1,-20,14
CCCCn1nnnc1NCc1ccc(OC)c(OC)c1,-19[20 µM],-22,0,-2,0,-12,1,-12,1
Cc1ccc(NC(=O)C[n+]2cc(-c3ccccc3)n3c2CCC3)c(C)c1,-4,-19,3,-12,6,-10,0,-8,1
CC(=O)NCCc1nc2ccccc2n1Cc1cccc(C)c1,-14,5,3,-5,0,-13,2,3,-7
COc1ccc(Nc2cc(C)c3ccccc3n2)cc1,-33,-7,2,-1,2,27,1,-16,-7
O=C1CC(N2CCC(c3nc4ccccc4[nH]3)CC2)C(=O)N1c1cccc(F)c1 (centres undefined),-26,-12,-3,6,6,9,3,0,-2
COc1ccc(OC)c(S(=O)(=O)Nc2ccc(Oc3ccccc3)cc2)c1,-2[20 µM],-16,-2,-2,-6,28,-2,-5,9
Cn1c(=O)n(CC(=O)N2CCOCC2)c2ccccc21,-6[20 µM],8,-2,2,7,-7,-1,2,-2
Cc1cc(C)nc(SCC(=O)Oc2ccc3oc(=O)cc(C)c3c2)n1,3,16,0,-9,-13,19,1,4,-19
CCOC(=O)C1CCN(C(=O)C2CCCCC2)CC1,5[20 µM],-1,-5,2,-6,19,1,6,3
CN1CCN(S(=O)(=O)c2ccc(Oc3ccc(F)c(Cl)c3)nc2)CC1,-5,-17,2,-4,-1,3,0,-14,-3
COc1nc(-c2ccccc2)cc(-c2ccc3c(c2)OCO3)c1C#N,-13,-63,3,-2,-3,12,1,-230,-6
CCN(CC)S(=O)(=O)c1ccc(Cl)c(NC(C)=O)c1,-19,4,1,-14,-2,-60,-1,-14,-2
CCOc1ccc(C(=O)Nc2cccc(C(C)=O)c2)cc1[N+](=O)[O-],-32,-16,3,-2,2,-49,-1,-8,-2
O=C(NC1CCCCCCC1)c1ccc2c(c1)N(Cc1ccc(F)cc1)C(=O)CS2=O (centres undefined),-32,-13,1,-3,5,-44,-8,-6,1
O=S1(=O)N=C(N2CCOCC2)c2ccccc21,-5,-7,1,-12,-5,-4,-2,-1,57*
C=CCSc1nnc(CCCCCN2C(=O)c3cccc4cccc(c34)C2=O)o1,-1,-8,-6,0,-1,14,-10,-5,-1
O=C(Nc1cccc(C(F)(F)F)c1)c1cccnc1N1CCCC1,-11[20 µM],4,-1,-8,-8,-18,-1,-5,-8
CSC1=NCCN1S(=O)(=O)c1ccc(NC(C)=O)cc1,-13,-1,-1,4,-1,-8,-2,1,-4
CC(=O)N1CCN(S(=O)(=O)c2cccc(C(=O)Nc3nc4c(s3)CCCC4)c2)CC1,-1[20 µM],-19,1,-1,-9,-27,1,-6,-34
CN1/C(=C\C(=O)CSc2cccc[n+]2[O-])C(C)(C)c2ccccc21,-2,-14,0,-9,-6,-14,18,-77,2
# The list goes on:
SMILES,Furin inhibitor,EBV gp42 block,Runt-SMMHC FRET,RBBP9 inhibitor,p97 ATPase inh,Calpain2 inh,Runt-CBFb FRET,NCF1 inh,TbHK1 inh
CCN1C(=O)N(CC)C2NC(=S)NC21 (centres undefined),-5[20 µM],-25,0,-3,-3,-12,-2,-5,-4
Cc1cc(C)nc(N/N=C/C2=C(N3CCOCC3)C(=C\c3ccc(Cl)cc3)/CC2)n1,0,-2,-2,-4,-1,-74,1,-12,-16
O=C(Oc1ccccc1)c1cccnc1Oc1ccccc1,-8,2,0,-7,-5,-28,0,-15,-7
CN(C)c1ccnc2sc3c(NCC(O)CO)ncnc3c12 (centres undefined),-12,7,-1,-6,4,-9,-3,15,-13
CCOc1ccccc1CNC(=O)c1cn(C)c(=O)c2c1c1ccccc1n2C,0,3,5,-9,1,-25,0,8,-14
CCCCOc1cccc(OCCCC)c1C(=O)Nc1cc(C)on1,-19[20 µM],-4,0,-8,8,16,-2,-8,5
CCOc1ccc(C(C)=O)cc1N1C(=O)C2C(C1=O)C1C=CC2C12CC2 (centres undefined),-10[20 µM],-26,2,-2,-2,2,2,11,-7
Cc1nnc(C)n1/N=C/c1ccc2c(c1)OCCO2,-19,-10,-1,7,-4,4,2,-5,-11
